EP2 modulator: EP2 receptor modulators, cAMP readout, primary screen, cell-based, HTRF cAMP, PGE2 stimulation. Prostaglandin E2 receptor EP2 subtype (Homo sapiens), P43116. EP2-expressing cells, cAMP HTRF FRET, PGE2 co-stimulation. induction, % at 25 µM. hit rate 0.83% among 260,000. AID 940, 2007;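 active = compounds whose cAMP rise, as percent of the full-agonist control response, exceeds 60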;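 note: rat C6 glioma line stably carrying human EP2 under a CMV promoter; the protocol text gives 20 µM as final concentration; 100% = response of wells given 1 µM PGE2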
NPY1 pot ag: NPY-Y1 receptor potentiators or agonists, primary screen, cell-based. Neuropeptide Y receptor type 1 (Homo sapiens), P25929. hit rate 0.37% among 220,000. NPY-Y1 expressing cells, potentiator/agonist activation. activation, % at 3.6 µM; in the data active = activation above about 33%, passing the limit was not always enough;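 note: cells stimulated with NPY at EC10 then isoproterenol at EC100; 0% = low agonist plus stimulus and 100% = saturating agonist plus stimulus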
S1P4 agonist: S1P4 receptor agonists, primary screen, cell-based. Sphingosine 1-phosphate receptor 4 (Homo sapiens), O95977. S1P4-expressing cell line, agonist reporter assay. activation, % at 4.98 µM. hit rate 0.35% among 220,000. AID 1509, 2009; in the data active = activation above about 11%;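 note: 0% = DMSO vehicle and 100% = reference agonist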
Target sequence (O95977 whole entry, looked up): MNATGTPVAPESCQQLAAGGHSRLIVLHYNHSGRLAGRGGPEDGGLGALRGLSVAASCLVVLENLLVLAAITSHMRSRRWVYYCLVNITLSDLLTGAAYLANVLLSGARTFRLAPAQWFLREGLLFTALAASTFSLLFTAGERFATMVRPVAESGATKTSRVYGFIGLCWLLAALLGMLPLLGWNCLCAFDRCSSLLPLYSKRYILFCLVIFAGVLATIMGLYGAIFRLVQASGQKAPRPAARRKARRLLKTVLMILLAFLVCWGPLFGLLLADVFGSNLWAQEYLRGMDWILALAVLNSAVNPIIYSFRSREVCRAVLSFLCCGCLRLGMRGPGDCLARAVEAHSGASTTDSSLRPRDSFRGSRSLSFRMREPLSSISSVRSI
NPY Y1 blocker: NPY-Y1 receptor antagonists, primary screen, cell-based. hit rate 1% among 200,000. HEK293-CNG Y1 cells, membrane potential fluorescence; NPY at EC95, then isoproterenol. Neuropeptide Y receptor type 1 (Homo sapiens), P25929. inhibition, % at 3.6 µM;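 active = inhibition above the campaign mean inhibition of all tested compounds plus 3 SD, cut at about 20% in these data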;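 note: 0% = DMSO wells given NPY plus isoproterenol and 100% = isoproterenol alone without NPY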
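Assay system: HEK293 Y1/CNG channel cell line; Doses: single compound dose of 3.6 µM, 0.4% DMSO; Timing: dye 3 h, compound 60 min room temperature, stimulation 45 min; Technique: Membrane-potential fluorescent dye readout; Measure: % inhibition of NPY effect.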
TRPML3 agonist: human TRPML3 channel agonists, primary screen, cell-based, HEK293 TRPML3-YFP, Fluo-8 calcium fluorescence, 3 µM; hit rate 0.29% among 220,000; activation, % at 3 µM; 100% = the carbachol control signal; AID 1448, 2008;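 active = activation above its plate's cutoff, the mean activation of the plate's test wells plus 3 SD, cut at about 12% in these data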;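 note: 0% = DMSO only wells and 100% = carbachol wells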
Target sequence (Q8TDD5 whole entry, looked up): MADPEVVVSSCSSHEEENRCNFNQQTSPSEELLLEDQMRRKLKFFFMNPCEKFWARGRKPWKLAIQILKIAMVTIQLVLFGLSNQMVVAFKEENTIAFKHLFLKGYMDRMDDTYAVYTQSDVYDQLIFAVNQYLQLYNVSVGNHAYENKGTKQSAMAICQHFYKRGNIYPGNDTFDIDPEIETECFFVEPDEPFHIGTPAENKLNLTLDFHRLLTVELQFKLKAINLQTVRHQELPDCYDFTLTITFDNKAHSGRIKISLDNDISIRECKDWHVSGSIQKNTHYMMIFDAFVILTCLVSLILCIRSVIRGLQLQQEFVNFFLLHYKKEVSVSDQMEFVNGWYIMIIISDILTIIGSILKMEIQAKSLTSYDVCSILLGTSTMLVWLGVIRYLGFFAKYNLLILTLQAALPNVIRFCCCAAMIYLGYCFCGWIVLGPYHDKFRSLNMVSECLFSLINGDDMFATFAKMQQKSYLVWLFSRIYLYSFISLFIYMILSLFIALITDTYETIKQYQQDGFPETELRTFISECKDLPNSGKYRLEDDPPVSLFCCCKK
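Test system: TRPML3-YFP stable HEK293 cells. Doses: single point at 3 µM. Incubation: dye loading 1 h 37 °C then 30 min ambient, 125 s read. Signal: Fluo-8 calcium dye fluorescence, ex 470-495, em 515-575 nm. Measure: percent activation from peak-to-basal fluorescence ratio, scaled between DMSO and carbachol.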
CHOP inhibitor: inhibitors of CHOP promoter induction, primary screen, cell-based, unfolded protein response, luciferase reporter. CHO-K1 CHOP-promoter luciferase, tunicamycin-induced, 15-18 h. inhibition, % at 10 µM. hit rate 3.8% among 220,000;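 active = compounds that reduced the stress-induced luciferase reporter signal by more than about 70% of percent inhibition, limit read from the data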;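 note: 0% = tunicamycin plus vehicle and 100% = wells without tunicamycin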
zfTRPN1 agonist: zebrafish TRPN1 channel agonists, primary screen, cell-based, HEK293, calcium fluorescence; AID 1424, 2008; HEK293 zebrafish TRPN1-YFP, Fluo-8 calcium fluorescence; 100% = response to 87 µM carbachol; transient receptor potential cation channel N1 (TRPN1/NompC), Danio rerio; hit rate 0.18% among 220,000; activation, % at 3 µM;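 active = activation above its plate's cutoff, the mean activation of test wells on that plate plus 3 SD, cut at about 19% in these data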;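 note: 0% = DMSO alone and 100% = 87 µM carbachol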
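Assay system: Zebrafish TRPN1-YFP in HEK293 cells | Incubation: Dye loading 1 h at 37 °C, then 30 min room temperature | Measured by: Kinetic Fluo-8 fluorescence, ex 470-495, em 515-575 nm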
NPY-Y2 PAM-ag: NPY-Y2 potentiators or agonists, primary screen, cell-based; Neuropeptide Y receptor type 2 (Homo sapiens), P49146; cells expressing NPY-Y2, potentiator/agonist read-out; activation, % at 3.6 µM; hit rate 0.45% among 220,000; in the data active = activation above about 27%;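 note: cells stimulated with NPY near EC25 plus isoproterenol at EC100; 0% = vehicle plus submaximal agonist and 100% = vehicle plus saturating agonist; some results beyond the cut were filed as inactive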
S1P4 antagonist: S1P4 receptor antagonists, primary screen, cell-based. Sphingosine 1-phosphate receptor 4 (Homo sapiens), O95977. S1P4-expressing cells, antagonist mode, reporter read-out. inhibition, % at 4.98 µM. hit rate 0.26% among 220,000. AID 1510, 2009; in the data active = inhibition above about 29%;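 note: 0% = wells stimulated with agonist and 100% = vehicle wells without agonist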
The depositor's hits bear a star; . = no result given; & = joins results of further samples.

Order of results – EP2 modulator, NPY1 pot ag, S1P4 agonist, NPY Y1 blocker, TRPML3 agonist, CHOP inhibitor, zfTRPN1 agonist, NPY-Y2 PAM-ag, S1P4 antagonist
1	CCN(CC)C(=O)C(C)OC(=O)COc1ccc(Cl)cc1C (stereo not drawn)
  -8, 12, 2.4, 2, 2.9, 10, 3.4, 2, -3
2	CCC(C)(C(=O)NC1CCCC1)N(C(=O)CNC(C)=O)c1ccccc1 (stereo not drawn)
  10, 9, 0.7, -4, 0.6, 18, 0.5, 14, -8
3	OCC1(CCc2ccccc2)CCN(Cc2cccn2-c2cccnc2)CC1
  -64, -9, 2.9, 4, 0.7, 12, 0.4, 2, -8
4	CCCS(=O)(=O)N1CCCC(C(=O)N2CCOCC2)C1 (stereo not drawn)
  13, 3, 1.4, 1, 0.4, -2, 2.0, 6, 3
5	COc1ccc(-c2cn3cc(C)ccc3n2)cc1OC
  -31, -4, 0.3, 1, -0.1, 29, -1.2, -7, -18
6	O=C(COC(=O)CNC(=O)c1cccc([N+](=O)[O-])c1)Nc1nc2ccccc2s1
  -14, 1, 0.5, 0, 0.4, 24, 1.1, -2, 0
7	Fc1ccc(C2=CC(c3ccco3)n3nnnc3N2)cc1 (stereo not drawn)
  -11, 12, 0.4, ., 0.0, -8, 0.5, -3, 7
8	CCN(CC)CCN(Cc1cc2ccc(C)c(C)c2[nH]c1=O)C(=S)NCc1ccco1
  -26, -20, -0.8, 27*, 0.4, 42, 0.0, -31, 9
9	COc1ccc(Nc2nc3ccccc3nc2NS(=O)(=O)c2cccs2)c(OC)c1
  -24, 45, -0.6, ., 0.9, 39, -0.2, 9, -6
10	COc1ccc(/C=N/OC/C(O)=C(\C#N)c2nc3ccccc3[nH]2)cc1
  -16, -13, 0.8, -1, -0.7, -14, -1.4, -5, 0
11	Cc1cccc(OCc2nnc(SCC(=O)N(C(C)C)C(C)C)n2Cc2ccco2)c1C
  26, -29, 1.1, 5, -0.7, -32, -1.2, -9, -16
12	CC(=O)Oc1ccc(-c2cccc(C(=O)NCCO)c2)cc1
  -13, 5, 1.6, 3, 1.1, 1, 0.9, 3, -1
13	Cc1c(NC(=O)C2Cc3ccccc3CN2C(=O)c2ccco2)c(=O)n(-c2ccccc2)n1C (stereo not drawn)
  20, 14, 0.5, -3, -0.2, -15, 0.8, 22, 7
14	Cc1ccc(OCCOCCn2cnc3ccccc3c2=O)c([N+](=O)[O-])c1
  -2, -18, 0.6, 3, 0.3, -19, 0.1, 17, -10
15	COCCN=C1Sc2nc3ccc(C)cc3cc2CN1Cc1cccs1
  -37, 4, -0.8, -6, 0.3, 0, 0.1, -23, -14
16	CC(=O)N1C(=O)/C(=C2\SC(=S)N(NS(=O)(=O)c3ccc(C)cc3)C2=O)c2ccccc21
  -30, 7, 1.3, 5, 0.4, 6, 1.6, -4, -9
17	CSc1nc2cc3c(cc2n1C(=O)c1ccc(C)cc1)OCCO3
  -8, 0, 1.3, 3, -0.2, 90*, -0.1, 4, 4
18	O=C(NCCN1CCOCC1)C1CCN(S(=O)(=O)N2CCCC2)CC1
  20, 9, 0.7, -1, 0.4, 31, 3.1, 2, -4
19	CC1(C)CCc2c([nH]c3ccccc3c2=O)O1
  2, -2, 0.4, 4, 1.1, 19, 0.3, 5, -4
20	C#CCOCCOCCOCCNc1nc(N2CCN(C(=O)[C@H]([C@@H](C)CC)n3cc([C@@H](N)Cc4ccc(O)cc4)nn3)CC2)nc(N2CCN(C(=O)[C@H]([C@@H](C)CC)n3cc([C@@H](N)Cc4ccc(O)cc4)nn3)CC2)n1
  -19, 10, 0.3, -1, 0.0, 18, -1.2, 9, 0

2 entries from above in a different format.
17) CSc1nc2cc3c(cc2n1C(=O)c1ccc(C)cc1)OCCO3
18) O=C(NCCN1CCOCC1)C1CCN(S(=O)(=O)N2CCCC2)CC1

compound no. | 17 | 18
EP2 modulator | -8 | 20
NPY1 pot ag | 0 | 9
S1P4 agonist | 1.3 | 0.7
NPY Y1 blocker | 3 | -1
TRPML3 agonist | -0.2 | 0.4
CHOP inhibitor | 90* | 31
zfTRPN1 agonist | -0.1 | 3.1
NPY-Y2 PAM-ag | 4 | 2
S1P4 antagonist | 4 | -4

Other entries follow.
Order of results – EP2 modulator, NPY1 pot ag, S1P4 agonist, NPY Y1 blocker, TRPML3 agonist, CHOP inhibitor, zfTRPN1 agonist, NPY-Y2 PAM-ag, S1P4 antagonist
21	O=C(Nc1nc2ccccc2n1CCN1CCOCC1)c1ccc(COc2ccccc2Br)o1
  -13, -11, 0.0, 4, 0.4, -38, -1.4, -14, -10
22	Cc1ccc(CSc2nnc(-c3cccs3)n2C)cc1
  -12, -15, -0.2, -1, 0.5, 1, -1.3, 6, -46
23	O=C1CC(c2ccc(F)cc2)Cc2nc(N3CCN(c4ccccc4)CC3)ncc21 (stereo not drawn)
  37, -4, 1.1, -1, 0.5, 49, 0.9, -1, -6
24	CN(C)S(=O)(=O)c1ccc(NC(=O)C2COc3ccccc3O2)cc1 (stereo not drawn)
  -12, -4, -0.3, 12, -0.1, -16, 1.0, 3, -21
25	Cc1nc2ccccn2c1P(=Nc1ccccc1)(N(C)C)N(C)C
  -27, 8, -0.6, 5, -0.2, -31, 0.9, 8, 7
26	COc1cccc(-n2c(SCC#N)nnc2-c2cnccn2)c1
  2&-34, -10, -0.2, 5, 0.7, 21, -1.3, -7, 8
27	Cc1ccc(N=CC2=C(O)CC(C)(C)CC2=O)nc1
  -2, -2, 1.6, 5, -0.3, 7, 7.5, -11, -20
28	CN1CCN(c2nc3c(c(=O)n(C)c(=O)n3C)n2CCSc2nc3ccccc3s2)CC1
  0, 8, 0.1, 0, 0.8, 7, 0.4, -25, 16
29	Cc1cc(C)nc(N(C#N)Cc2ccc(Br)cc2)n1
  6, -41, 0.8, 10, -0.5, 22, -0.2, -13, -2
30	Nn1c(SCc2ccccn2)nncc1=O
  5, 13, 1.4, 2, 0.3, -2, 1.3, 9, -1
31	CCc1nnc(NC(=O)C2(C)COC(c3ccc(OC)cc3)OC2)s1 (stereo not drawn)
  -47, 6, -1.1, 0, 0.1, -27, -0.1, 4, 11
32	CCN(CC)S(=O)(=O)c1cccc(-c2nnc(SCC(N)=O)n2N)c1
  1, 13, 0.0, ., 1.1, -29, -0.1, 1, -8
33	O=C(CSc1ccsc1[N+](=O)[O-])Nc1cc(F)ccc1F
  -41, -9, -1.9, 7, -0.7, 14, -2.3, -4, 19
34	CC(C)OC(=O)C1C(=O)CC(C)(O)C(C(=O)OC(C)C)C1c1ccccc1 (stereo not drawn)
  44, 15, 1.4, 6, 0.6, 9, -0.8, -5, -20
35	CCOC(=O)CC1C(=O)NCCN1C(=O)c1cccc(C(F)(F)F)c1 (stereo not drawn)
  11, 11, 0.1, 5, -0.1, 2, -0.8, -2, -10
36	CCOC(=O)c1cnc(-c2ccccc2)nc1-c1ccccc1
  11, -3, 0.5, 5, 0.1, 28, -0.3, -4, -13
37	CC(=O)N(C)c1ccc(NC(=O)C(F)(F)F)cc1
  17, -5, -0.2, 2, 0.3, -9, 0.6, 3, 10
38	COc1ccc(Cc2c(O)nc(SCC(=O)c3ccc(OC)cc3)[nH]c2=O)cc1
  13, -10, 1.9, 1, 0.4, 10, 0.6, -3, -14
39	O=C(COc1ccc([N+](=O)[O-])cc1)Nc1nnc(-c2cccnc2)s1
  0, 26, 1.1, ., -0.6, -2, -1.0, 16, -3
40	COc1ccc(-n2cnc3cc(NC(=O)c4ccco4)ccc32)cc1
  -26, -4, 1.0, 7, 1.8, -11, 2.4, 8, -8

Complete entries from above. Order of values: EP2 modulator, NPY1 pot ag, S1P4 agonist, NPY Y1 blocker, TRPML3 agonist, CHOP inhibitor, zfTRPN1 agonist, NPY-Y2 PAM-ag, S1P4 antagonist
Results for CC(=O)N(C)c1ccc(NC(=O)C(F)(F)F)cc1 → 17, -5, -0.2, 2, 0.3, -9, 0.6, 3, 10
Results for CCOC(=O)CC1C(=O)NCCN1C(=O)c1cccc(C(F)(F)F)c1 (stereo not drawn) → 11, 11, 0.1, 5, -0.1, 2, -0.8, -2, -10
Results for Cc1ccc(N=CC2=C(O)CC(C)(C)CC2=O)nc1 → -2, -2, 1.6, 5, -0.3, 7, 7.5, -11, -20

Carrying on:
Order of results – EP2 modulator, NPY1 pot ag, S1P4 agonist, NPY Y1 blocker, TRPML3 agonist, CHOP inhibitor, zfTRPN1 agonist, NPY-Y2 PAM-ag, S1P4 antagonist
41	CCCOc1ccc(C(C)=O)cc1CC(C(=O)OCC)C(=O)OCC
  26, -15, -1.1, 4, -0.7, 44, -2.1, 1, -2
42	C#CC[N+](C)(C)CCN1C(=O)C2C(c3ccccc3)C=CC(c3ccccc3)C2C1=O (stereo not drawn)
  9, -3, 1.7, -2, -0.3, 2, -0.5, 5, 6
43	Cn1c(=O)c2cc(S(=O)(=O)NCCC(=O)NCC3CCCO3)ccc2n(C)c1=O (stereo not drawn)
  13, 30, 0.8, 3, 1.0, 5, 1.8, 18, -3
44	CCOC(=O)c1cc(-c2csc(N/N=C/c3ccccc3Cl)n2)on1
  -14, 19, -0.7, ., -0.5, 45, 0.0, 2, -4
45	CCOCCCNC(=O)Cc1cc(=O)[nH]c(=O)[nH]1
  3, 8, -0.5, 9, 1.1, 24, 1.6, 10, 1
46	CC(C)CN(C(=O)c1ccco1)c1nc2ccccc2s1
  51, -10, -0.9, 5, -0.4, 69, -1.4, -7, -5
47	Cc1ccc(NC(=O)CSc2nc3ccccc3c3nc(CCn4cncc4C)nn23)c(C)c1
  9, -24, 2.1, 2, 0.3, 39, -0.5, -15, -12
48	COc1ccc(OC)c(C(C(=O)NCc2ccco2)N(C(=O)Cn2nnc3ccccc32)C(C)C)c1 (stereo not drawn)
  -6, 1, 1.3, 8, -0.3, 5, -1.0, 2, 4
49	CNC(=S)/N=C(\Nc1ccc(C)cc1)c1ccccc1
  39, 20, 0.2, ., 1.1, 1, 2.2, -4, 3

Assay outcomes (PubChem BioAssay)
